TDP1 inh: inhibitors of human tyrosyl-DNA phosphodiesterase TDP1; recombinant TDP1, AlphaScreen DNA substrate cleavage; Potency, µM (titrated, usually from 130 µM), for the others: top-dose activity change, negative = inhibition, most hits filed as inhibitors; 0.28% of 350,000 active; active = well fitted inhibition curve with a large enough effect; inconclusive = small, poorly fitted or top-dose-only effect; inactive = no such curve, though single readings can be large or run the other way; also: nearly all actives have a fitted effect of over 40% in size
Target sequence (Q9NUW8 whole entry, looked up): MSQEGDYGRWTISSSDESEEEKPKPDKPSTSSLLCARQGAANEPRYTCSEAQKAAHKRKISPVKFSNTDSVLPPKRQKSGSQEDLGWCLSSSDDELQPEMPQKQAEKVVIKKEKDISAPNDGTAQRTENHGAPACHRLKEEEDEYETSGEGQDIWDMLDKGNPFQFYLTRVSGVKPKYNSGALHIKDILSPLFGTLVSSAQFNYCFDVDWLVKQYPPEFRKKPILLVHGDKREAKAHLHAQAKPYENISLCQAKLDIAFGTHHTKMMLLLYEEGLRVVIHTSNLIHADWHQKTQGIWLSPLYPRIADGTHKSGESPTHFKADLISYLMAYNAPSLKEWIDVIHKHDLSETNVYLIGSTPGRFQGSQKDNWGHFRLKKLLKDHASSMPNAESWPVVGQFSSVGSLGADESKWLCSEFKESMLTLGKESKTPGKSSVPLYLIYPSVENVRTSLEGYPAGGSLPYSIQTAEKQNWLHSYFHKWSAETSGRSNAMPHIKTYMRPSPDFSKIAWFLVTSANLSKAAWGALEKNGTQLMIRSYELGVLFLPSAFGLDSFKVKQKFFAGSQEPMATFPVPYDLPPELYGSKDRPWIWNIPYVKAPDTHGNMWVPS
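Recombinant human Tdp1 (E. coli-expressed, 1 nM final) preincubated with compounds 15 min at room temperature, then 5'-biotin/3'-phosphotyrosine-FITC DNA substrate (15 nM final) added for 5 min. AlphaScreen beads (10 ug/ml final) added 10 min; cleavage lowers signal.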
Active calls of the source: *; ? = inconclusive; & = joins results of further samples; [ ] = another dose, or the depositor's remark. % is scaled to controls: 0 for no effect and ±100 for the full control effect; potency is read from the fitted curve at half-maximal effect. A portion of the library (hit frequency here may not be typical).

#	mol	TDP1 inh
1	CCCc1c(OCC(O)COc2ccc3c(=O)cc(C(=O)O)oc3c2CCC)ccc(C(C)=O)c1O (stereo not given)	4%&2%
2	Cc1oc(-c2ccc(C(=O)NCc3ccccc3Cl)cc2)nc1CN1CCc2ccccc21	4%
3	O=C(Nc1ccc(Oc2ccccc2)nc1)C1CCCCN1Cc1ccc(O)cc1 (stereo not given)	6%
4	CCOC(=O)CC(NC(=O)Cn1nnc(-c2ccc(C(F)(F)F)cc2)n1)c1ccc(OC)cc1 (stereo not given)	1%
5	COc1cccc(Nc2nn3c(=O)c4ccccc4nc3s2)c1	-19%
6	CC(C)(C)OC(=O)NCCCC1=CC2=CC(=O)C(C)(OC(=O)c3ccc(Cl)nc3)C(=O)C2=CO1 (stereo not given)	4%
7	COc1ccc(NC(=O)c2cc(OCCCN(C)C)nn2Cc2ccccc2)cc1	10%
8	c1ccc(Oc2ccccc2)cc1	6%
9	CC(C)=CCC/C(C)=C/CO/N=C1/[C@H]2O[C@@H]2[C@@H](O)[C@H]2[C@H]1CCn1c(=O)n(Cc3cc4c(cc3Cl)OCO4)c(=O)n12	8%[21 µM]
10	CN(C(=O)c1cc2nc(-c3ccco3)cc(C(F)(F)F)n2n1)c1ccc(OC(F)(F)Cl)cc1	2%
11	COc1ccc(SCC(c2ccccc2)N2CCN(CC(C)C)CCC2=O)cc1 (stereo not given)	10%
12	CCOC(=O)c1ccc(NC(=O)c2c(C)nn(-c3ccc(F)cc3)c2-n2cccc2)cc1	-11%
13	Cc1ccc(NC(=S)Nn2cnnc2)c(C)c1	5%[56.1 µM]
14	CCc1c(C)[nH]c2c1C(=O)[C@H](CN1CCOCC1)CC2	6%[21 µM]
15	CCn1c(SCC(=O)c2cc(OC)ccc2OC)nc2c1c(=O)n(C)c(=O)n2C	-2%
16	CC(C)CC1NC(=O)c2ccc(Cl)cc2-n2c1nc1ccc(Cl)cc1c2=O (stereo not given)	0%
17	CO[C@H]1COC(=O)[C@@H](C)COC(=O)[C@H](C)NC(=O)C/C=C\[C@H]1C	6%[21 µM]
18	CC1=C(C#N)c2nc(N)c(C#N)c(C)c2/C1=C\c1ccc(C)cc1	10%
19	CC(C)C[C@@H](CC(=O)N[C@@H](CCC(=O)O)CC(=O)O)NC(=O)[C@@H]1CNCC[C@H]1NC(=O)C[C@H](CCCN)NC(=O)C[C@H](CO)NC(=O)[C@@H]1CCCC[C@H]1N	-1%
20	CCCCc1nc2c(c3c1C[C@H](C)OC3)CN(C(=O)Cc1cccs1)CC2	9%[12.3 µM]
21	C=CCC(NCc1ccco1)c1ccc(OC)cc1OC (stereo not given)	-2%
22	CCc1cccc(C)c1NC(=O)c1cnn(-c2ccc(F)cc2)c1-n1cccc1	-6%
23	CC(=O)OC[C@@H]1O[C@H](C/C=N\O[C@@H](C)c2cc(-c3c(C)cc(C)cc3C)no2)C=C[C@@H]1OC(C)=O	5%[21 µM]
24	O=C(CN1C(=O)/C(=C\c2cccc(Cl)c2)Oc2ccccc21)N1CCN(c2ccccn2)CC1	8%
25	Cc1ccc(S(=O)(=O)Nc2cc(S(=O)(=O)c3ccc(C)cc3)c(O)c3cccnc23)cc1	18%
26	O=C(CSc1ccc(-c2cccnc2)nn1)N1CCCc2ccccc21	5%
27	CCCCC[C@H](O)/C=C/C=C/C=C/[C@H](O)C/C=C\CCCC(=O)O	1%
28	CCc1nc2sc3c(=O)n(N)cnc3c2c2c1COC(C)(C)C2	1%
29	CC(C)(C)OC(=O)NC(Cc1ccccc1)C(O)c1ccco1 (stereo not given)	4%
30	CCOC(=O)CNC(=O)N1CCCN(S(=O)(=O)c2ccc3c(ccn3CC)c2)CC1	8%
31	O=C(CSc1ncc(S(=O)(=O)c2ccc(Br)cc2)c(=O)[nH]1)Nc1ccc2c(c1)OCCO2	4%
32	COc1ccc(-c2nnc3n2N=C(c2c(OC)cccc2OC)CS3)c(OC)c1	3%
33	CSc1ncc(Cl)c(C(=O)Nc2sc3c(c2C(=O)NCc2ccco2)CCCC3)n1	1%
34	CCCNC(=O)OC[C@@H]1O[C@H](CCO/N=C(\C)CCC(=O)OC[C@@H]2O[C@H](C#Cc3ccccc3)C=C[C@@H]2Oc2ccc(C)cc2)C=C[C@@H]1Oc1ccc(OC)cc1	9%[21 µM]
35	COCO[C@H]([C@@H](C)C=C(Br)Br)[C@@H](C)COCc1ccc(OC)cc1	-7%
36	CCOc1ccc(NC(=O)CSc2ncc(S(=O)(=O)c3ccc(F)c(C)c3)c(=O)[nH]2)cc1	2%
37	COC(=O)CCCC1=CC2=C(c3ccccc3)C(=O)C(C)(OC(=O)C3CCCC3)C(=O)C2=CN1Cc1ccccc1 (stereo not given)	6%[12.3 µM]
38	CC1(C)Cn2c(nc(=O)c3c2NCN(CCc2ccccc2)C3)S1	4%
39	CC(=O)N1CC=CC1(CC(C)C)C(=O)NCc1ccc(C)o1 (stereo not given)	2%
40	O=C1CCc2cc(S(=O)(=O)Nc3ccc4c(c3)CCC4)ccc2N1	-1%
41	Cc1cc(N2C(=O)c3ccccc3C2=O)no1	0%
42	O=C(NCCC1=CCCCC1)c1ccc(Cl)cc1	-3%
43	CCOC(=O)c1cnc2cc(F)c(F)cc2c1Nc1ccccc1O	6%
44	COc1ccc2c(c1)O[C@H](c1ccc3c(c1)OCO3)[C@@H](OC(=O)Nc1ccc(C)c(Br)c1)C2=O	9%
45	O=C(NCCNc1ccc2ccccc2c1)c1cccn2c(=O)c3sccc3nc12	9%
46	c1ccsc1	6%
47	CN1CCc2c(c3c(n2C)CCN(C)[C@H]3c2ccccc2F)[C@@H]1c1ccccc1F	5%
48	CCC1(c2ccc(O)cc2)NC(=O)N(C)C1=O (stereo not given)	5%

Pulled one by one from above:
#	mol	TDP1 inh
38	CC1(C)Cn2c(nc(=O)c3c2NCN(CCc2ccccc2)C3)S1	4%
44	COc1ccc2c(c1)O[C@H](c1ccc3c(c1)OCO3)[C@@H](OC(=O)Nc1ccc(C)c(Br)c1)C2=O	9%
37	COC(=O)CCCC1=CC2=C(c3ccccc3)C(=O)C(C)(OC(=O)C3CCCC3)C(=O)C2=CN1Cc1ccccc1 (stereo not given)	6%[12.3 µM]

(next part)
#	mol	TDP1 inh
49	N=C1Sc2ccccc2C2=NCCCN12	18%
50	COC(=O)c1ccc(C(NC(=O)OCc2ccccc2)/C(C)=C/[C@@H](C)C(=O)NCCO)cc1 (stereo not given in full)	6%
51	CC[C@]1(c2ccccc2)NC(=O)N(C)C1=O	11%[21 µM]
52	C=C(C)C(=O)c1cccs1	9%
53	CCCCC[C@H](O)/C=C/C=C\C/C=C\C=C\[C@@H](O)CCCC(=O)O	4%
54	Cc1nn(CC(=O)NCc2ccc(OC(C)C)cc2)c(=O)c2cc3occc3n12	1%
55	Cc1ccccc1Cn1c(CN2CCN(c3ccc(F)cc3)CC2)nc2c1c(=O)n(C)c(=O)n2C	0%
56	Cc1ccc(S(=O)(=O)c2cnc(-c3ccccc3)nc2Oc2ccccc2)cc1	1%
57	COC(=O)N1CCc2cc(OC)c(OC)cc2C1Cc1ccc(OC)cc1 (stereo not given)	2%[21 µM]
58	Nc1c(O)cccc1C(=O)C[C@@H](N)C(=O)O	?
59	Nc1ccc(Cl)cc1Cl	6%
60	COc1ccc(CN(Cc2ccccc2)C(=O)c2ccccc2O)cc1	11µM*

Reformatted field by field: entries from further up.
(55) Cc1ccccc1Cn1c(CN2CCN(c3ccc(F)cc3)CC2)nc2c1c(=O)n(C)c(=O)n2C
  TDP1 inh: 0%

(49) N=C1Sc2ccccc2C2=NCCCN12
  TDP1 inh: 18%

(continued)
#	mol	TDP1 inh
61	O=S(=O)(NCCNS(=O)(=O)c1c(F)cccc1F)c1ccc2c(c1)OCCO2	-2%&0%
62	COc1ccc(C2NC3=C(CCCC3)C(C#N)(C#N)C2(C#N)C#N)cc1 (stereo not given)	4%
63	Cn1cc(P(=O)(c2ccccc2)c2ccccc2)c2ccccc21	0%
64	COc1ccc(N=c2oc3ccccc3cc2C(=O)Nc2ccccn2)cc1OC	4%
65	CC(C)C[C@@H](CC(=O)N[C@@H](CCC(=O)O)CC(=O)O)NC(=O)[C@@H]1CNCC[C@H]1NC(=O)C[C@H](CCCN)NC(=O)C[C@H](Cc1ccccc1)NC(=O)[C@@H]1CNCC[C@H]1N	-1%
66	CC(=O)Nc1ccc(SCC(CC(C)C)N2CCN(C)CCC2=O)cc1 (stereo not given)	9%
67	Cc1ccc(-c2nnc(SCC(=O)n3c4c(c5ccccc53)CCCC4)o2)cc1	2%
68	COc1cccc(N2C(=O)CSC23C(=O)N(Cc2ccccc2F)c2ccccc23)c1 (stereo not given)	6%
69	COc1ccc(N2CCn3c2nc2c3c(=O)n(CCCc3ccccc3)c(=O)n2C)cc1	7%
70	CCn1cc(C(=O)NNC(=O)c2ccc(Cl)cc2)c(=O)c2ccc(C)nc21	4%
71	CCC[C@@H]1C[C@@]1(CCC)C(NC(=O)OCc1ccccc1)c1ccc(-c2ccccc2)cc1 (stereo not given in full)	-3%
72	O=C(Nc1ccccc1-c1nc2ccccc2[nH]1)c1sc2ccccc2c1Cl	4%
73	COC(=O)[C@@]1(Cc2ccc(OC)cc2)[C@H]2c3cc(C(=O)N(C)C)n(Cc4ccc(C)c(F)c4F)c3C[C@H]2CN1C(=O)c1ccccc1	18%
74	C[C@@H]1OC(Oc2ccccc2-c2cc(=O)c3c(O)cc(O)c([C@@H]4O[C@H](CO)[C@@H](O)[C@H](O)[C@H]4O)c3o2)[C@H](O)[C@H](O)[C@H]1O (stereo not given in full)	-2%
75	Cc1ccc(-n2c(C)c([N+](=O)[O-])c3ccc(O)cc32)cc1	1%
76	COC(=O)[C@H](Cc1ccccc1)NC(=O)C/C=C\[C@@H](C)[C@@H](CO)OC	5%[21 µM]
77	COC(=O)C1=C(C(=O)OC)[C@@H]2N(C)c3ccc(OC)cc3[C@@]23C[C@@H](C(=O)OC)N(S(=O)(=O)c2ccc(Br)cc2)C3=N1	17%[12.3 µM]
78	NC(CCC(=O)N[C@@H](CS)C(=O)NCC(=O)O)C(=O)O (stereo not given in full)	10%[56.1 µM]
79	CCCOc1ccc(Br)cc1-c1cc(-c2ccc(Cl)cc2)[nH]c1-c1ccncc1	10%
80	C[C@@H]1CC[C@H]2C(=O)NC[C@@H](O)CN2[C@@H]1c1ccc(Br)cc1	2%[21 µM]
81	COc1ccc(/C=N\NC(=O)c2cccc([N+](=O)[O-])c2)cc1Cn1cc([N+](=O)[O-])cn1	0%
82	CC(C)(C)OC(=O)N(c1cccc2cccnc12)S(=O)(=O)c1ccccc1Br	1%
83	COc1ccc2nc(Nc3nc(CSc4nnc(C)s4)cc(=O)[nH]3)nc(C)c2c1	-3%
84	COc1ccc(C=C2c3ccccc3C(=O)c3ccccc32)cc1O	23%
85	CC(=O)CCCCn1cnc2c1c(=O)n(C)c(=O)n2C	3%
86	CCN(CC)CCCN1C(=O)C(=O)/C(=C(/O)c2ccc3c(c2)CC(C)O3)C1c1cccnc1 (stereo not given)	4%
87	CC(C)C[C@H](NC(=O)[C@H](Cc1cnc[nH]1)NC(=O)[C@@H](N)Cc1cnc[nH]1)C(=O)NCC(=O)NCC(=O)N[C@@H](C)C(=O)N[C@@H](CCCCN)C(=O)N[C@@H](CCC(N)=O)C(=O)N[C@@H](C)C(=O)NCC(=O)N[C@@H](CC(=O)O)C(=O)N[C@H](C(=O)O)C(C)C	12%
88	O=C(Nc1ccccc1)c1cc2c(-c3ccccc3)nn(-c3ccccc3)c2s1	2%
89	O=Nc1c(O)[nH]c2c(Cl)c(Cl)ccc12	17%
90	O=C(CN1C(=O)c2ccccc2S1(=O)=O)c1ccccc1Cl	0%
91	c1ccc(-c2nc(-c3ccccc3)c(NC3CCCCC3)o2)cc1	6%
92	COc1cc(C2C(C#N)=C(N)Oc3cc(C)n(Cc4ccccn4)c(=O)c32)cc2c1OCO2 (stereo not given)	-11%
93	Cc1cc2c(s1)c1cnn(Cc3ccc(S(C)(=O)=O)cc3)c(=O)c1n2C	-1%
94	NCCCNCCCCNCCCNC(=O)CCc1ccc(O)cc1	9%[21 µM]
95	C[C@]1(C(=O)NCC2CC2)C=C[C@@H](Cc2ccccc2)N1C(=O)c1ccccc1	9%
96	CN(C)c1cc2c(Nc3ccc4c(cnn4Cc4ccccc4)c3)ncnc2cn1	20%[56.1 µM]
97	CC1(C)C(C(=O)O)N2C(=O)CC2S1(=O)=O (stereo not given)	1%
98	Cc1cc2c(cc1C)-c1nnc(-c3ccc4ccccc4n3)n1C(C)(C)C2	-1%
99	CC(C)=CCC/C(C)=C/CO/N=C1/C[C@@H](O)[C@@H](O)[C@@H]2[C@H]3C(=O)N(c4ccc(F)cc4F)C(=O)[C@@H]3CC[C@@H]12	6%[21 µM]
100	CC1=Nc2cc(C(=O)NC3CCC(C)CC3)ccc2Sc2c(C)ccc(C)c21 (stereo not given)	1%
101	CC(c1ccco1)N(C)c1ncnc2ccc(-c3ccc4c(c3)OCO4)cc12 (stereo not given)	1%
102	CCOC(=O)c1ccc(NC(=O)CSc2ncc(S(=O)(=O)c3ccc(C)c(Cl)c3)c(=O)[nH]2)cc1	4%
103	CCOc1ccccc1N1CCN(C(=O)Nc2ccc(Cl)c(Cl)c2)CC1	3%
104	Cc1cccc(N2C(=O)CSC23C(=O)N(C)c2ccccc23)c1 (stereo not given)	-6%
105	Cc1ccccc1-c1ccc(C(=O)O)s1	0%[234 µM]
106	O=[N+]([O-])c1cccc(NC(=S)Nc2nc(-c3ccc(Cl)cc3Cl)cs2)c1	3%
